CRFBP-R2 agonist – agonists of human CRF-binding protein/CRF-R2 receptor complex; HEK293 CRF-R2/CRF-BP, calcium dye fluorescence (FLIPR); percent of saturating CRF peptide response; activation, % at 13.2 µM; 350,000 tested, 0.46% active;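 active means activation of at least 50%, plus an integration ratio under a set limit after plate pattern correction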;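 further: plate controls were neutral control wells without compound for no effect and CRF at EC100 for full effect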
M5 PAM – potentiates acetylcholine response at human M5 receptor; 360,000 tested, 0.3% active; CHO-K1 hM5, Fluo-8 calcium, ACh EC20 PAM; 0% = ACh EC20, 100% = ACh EC100; P08912; activation, % at 3 µM;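 active means activation above the run cutoff, the mean activation of all test compounds plus 3 SD, cut at about 18% in these data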
Target sequence (P08912 whole entry, looked up): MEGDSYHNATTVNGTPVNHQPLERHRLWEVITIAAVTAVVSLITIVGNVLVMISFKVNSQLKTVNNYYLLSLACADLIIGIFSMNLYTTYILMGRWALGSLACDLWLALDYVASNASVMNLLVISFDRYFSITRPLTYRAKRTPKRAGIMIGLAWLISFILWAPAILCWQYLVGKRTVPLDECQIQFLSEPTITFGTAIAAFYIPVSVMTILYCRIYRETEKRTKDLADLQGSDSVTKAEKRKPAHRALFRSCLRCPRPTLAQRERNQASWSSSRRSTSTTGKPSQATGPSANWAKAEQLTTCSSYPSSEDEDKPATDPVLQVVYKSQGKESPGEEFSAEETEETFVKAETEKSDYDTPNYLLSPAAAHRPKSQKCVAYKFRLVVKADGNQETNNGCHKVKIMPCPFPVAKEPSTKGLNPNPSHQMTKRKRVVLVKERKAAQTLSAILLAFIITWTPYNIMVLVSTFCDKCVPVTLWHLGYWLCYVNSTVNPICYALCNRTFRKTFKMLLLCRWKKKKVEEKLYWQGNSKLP
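Test system: CHO-K1 hM5 cells / Doses: single-point, 3 µM nominal / Times: Post-acetylcholine fluorescence recording 140 s / Technique: Fluo-8 calcium fluorescence / Measure: Max/basal fluorescence ratio as % of EC20–EC100 ACh window / Benchmarks: low control EC20 acetylcholine (0%), high control EC100 acetylcholine (100%) / Replicates: one well per compound, no replicates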
M5 antag – antagonists of human muscarinic M5 receptor (CHRM5); P08912; CHO-hM5 cells, Fluo-8 calcium fluorescence, ACh EC80; inhibition, % at 3 µM; 360,000 tested, 0.59% active; AID 624040;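 active means inhibition above a per-plate cutoff, the mean of that plate's test compounds plus 3 SD, cut at about 27% in these data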;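 further: 0% = acetylcholine EC80 with DMSO and 100% = DMSO without agonist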
CRFBP-R2 block – CRF-BP/CRF-R2 complex antagonism. AID 588475. HEK293 CRF-R2/CRF-BP, CRF-induced calcium fluorescence. 350,000 tested, 0.59% active. inhibition, % at 11.8 µM;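 active means inhibition of the ligand-induced calcium signal above about 50% at the single tested concentration, limit read from the data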
M4 PAM – CHRM4 positive allosteric modulation; activation, % at 3 µM; CHO-K1 hM4/Gqi5, Fluo-8 calcium fluorescence, ACh EC20; 0% = ACh EC20, 100% = maximal ACh; 360,000 tested, 0.4% active; AID 624126; P08173;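 active means activation above its plate's cutoff, the mean activation of sample wells plus 3 SD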; further: some results filed as inactive read as strong as hits
Target sequence (P08173 whole entry, looked up): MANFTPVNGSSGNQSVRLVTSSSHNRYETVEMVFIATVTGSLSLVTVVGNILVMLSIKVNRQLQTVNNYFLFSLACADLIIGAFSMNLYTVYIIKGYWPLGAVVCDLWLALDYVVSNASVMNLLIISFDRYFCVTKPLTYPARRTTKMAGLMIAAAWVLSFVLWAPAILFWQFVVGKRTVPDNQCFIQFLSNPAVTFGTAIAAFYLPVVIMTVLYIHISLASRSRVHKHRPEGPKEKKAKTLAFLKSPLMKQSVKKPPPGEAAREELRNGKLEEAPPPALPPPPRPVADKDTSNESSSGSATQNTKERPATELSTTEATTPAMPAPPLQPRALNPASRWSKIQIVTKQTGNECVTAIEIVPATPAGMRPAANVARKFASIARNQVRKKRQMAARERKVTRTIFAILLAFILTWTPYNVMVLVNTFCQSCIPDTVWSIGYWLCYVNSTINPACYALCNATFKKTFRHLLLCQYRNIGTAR
M4 ag – agonists of human muscarinic M4 receptor (CHRM4); 360,000 tested, 0.14% active; P08173; activation, % at 3 µM; CHO-K1 hM4/Gqi5, Fluo-8 calcium fluorescence; vehicle 0%, full acetylcholine response 100%;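 active means activation above the run mean over all test wells plus 3 SD, cut at about 32% in these data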;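 further: peak over basal fluorescence ratio per well then scaled between controls; 0% = DMSO wells and 100% = acetylcholine at EC100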
CHRM5 agonist – CHRM5 agonism in calcium assay; P08912; CHO-K1 hM5 cells, Fluo-8 calcium fluorescence; 0% DMSO wells, 100% maximal acetylcholine response; activation, % at 3 µM; 360,000 tested, 0.19% active;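 active means activation above the run's mean over test compounds plus 3 SD, cut at about 23% in these data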;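 further: signal is peak over basal fluorescence ratio across the kinetic read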
IDE cell inh – inhibitors of human insulin-degrading enzyme in cells | HEK cells, FAbetaB cleavage, fluorescence polarization | 320,000 tested, 0.41% active | P14735 | inhibition, % at 5.59 µM;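 active means percent inhibition above the average of all tested compounds plus 3 SD, set per screening campaign, cut at about 16% in these data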;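 further: IDE supplied by intact live HEK cells; FP after avidin binding of uncleaved biotin substrate so inhibition keeps polarization high; 0% = DMSO wells and 100% = 60 µM reference IDE inhibitor Ii1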
M4 antag – blocks acetylcholine activation of human M4 receptor | 360,000 tested, 0.73% active | AID 624125 | P08173 | inhibition, % at 3 µM | CHO-hM4 cells, ACh EC80, Fluo-8 calcium fluorescence;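 active means inhibition above its plate's cutoff, the mean inhibition of sample wells plus 3 SD, cut at about 27% in these data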;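 further: 0% = acetylcholine EC80 with DMSO and 100% = DMSO without agonist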
The depositor's hits bear a star; x = no result given.

Start of the data: the first four entries, ahead of the listing:
SMILES	CRFBP-R2 agonist	M5 PAM	M5 antag	CRFBP-R2 block	M4 PAM	M4 ag	CHRM5 agonist	IDE cell inh	M4 antag
COc1ccc(C(CNC(=O)C(Cc2ccccc2)NC(N)=O)N(C)C)cc1 (configuration not stated)	0.4	0	14	-5	3	1	-1	1	-1
CC(Oc1ccc(F)cc1)C(=O)Nc1ccccc1C(=O)N1CCCCC1 (configuration not stated)	0.6	-1	8	-5	4	2	2	5	-12
C[C@@H]1CN([C@@H](C)CO)C(=O)CCCn2nncc2CO[C@@H]1CN(C)S(=O)(=O)c1ccc2c(c1)OCCCO2	4.8	-1	3	15	2	1	2	x	-2
CCOC(=O)C1CCN(C(=O)C2CCCN(S(=O)(=O)c3ccc(OC)c(Cl)c3)C2)CC1 (configuration not stated)	-1.0	-13	23	-6	-9	17	3	-2	5

Results, previewed entries included:
SMILES	CRFBP-R2 agonist	M5 PAM	M5 antag	CRFBP-R2 block	M4 PAM	M4 ag	CHRM5 agonist	IDE cell inh	M4 antag
COc1ccc(C(CNC(=O)C(Cc2ccccc2)NC(N)=O)N(C)C)cc1 (configuration not stated)	0.4	0	14	-5	3	1	-1	1	-1
CC(Oc1ccc(F)cc1)C(=O)Nc1ccccc1C(=O)N1CCCCC1 (configuration not stated)	0.6	-1	8	-5	4	2	2	5	-12
C[C@@H]1CN([C@@H](C)CO)C(=O)CCCn2nncc2CO[C@@H]1CN(C)S(=O)(=O)c1ccc2c(c1)OCCCO2	4.8	-1	3	15	2	1	2	x	-2
CCOC(=O)C1CCN(C(=O)C2CCCN(S(=O)(=O)c3ccc(OC)c(Cl)c3)C2)CC1 (configuration not stated)	-1.0	-13	23	-6	-9	17	3	-2	5
O=C1CC(C(=O)Nc2ccc(F)cc2)n2cnnc2N1 (configuration not stated)	4.1	-1	2	-13	13	4	0	0	-10
COc1ccc(C(C(=O)NC2CCCCC2)N(C(=O)CCCC(=O)Nc2ccccn2)c2ccc3c(c2)OCCO3)cc1 (configuration not stated)	1.3	-5	9	22	12	0	-3	3	-5
CCCNC(=O)c1cc(C2CCCCN2C(=O)c2cccs2)on1 (configuration not stated)	x	0	-2	x	0	0	0	x	-4
Cc1ccc(NC(=O)CN(C)C(=O)c2ccc(S(=O)(=O)N(C)c3ccccc3)cc2)cc1	4.0	2	3	-34	1	0	-4	-3	-3
COc1cccc(-c2ccc(CN3C(C)C(=O)N(Cc4cn(Cc5ccco5)nn4)CCS3(=O)=O)cc2)c1OC (configuration not stated)	x	-2	11	x	-9	7	-4	x	14
CCn1c(SCC(=O)NC2CCS(=O)(=O)C2)nnc1-c1ccccc1 (configuration not stated)	0.9	-3	6	-22	-4	1	0	-5	4
CCCN1CN=C(NS(=O)(=O)c2ccc(C)cc2)NC1	1.0	0	12	2	-1	1	-4	-6	-6
Nc1c2c(nc3ccccc13)CSCC2	-0.4	-11	11	6	-16	8	-3	-1	-12
CCO[C@H]1OC(C(=O)N2CCN(C)CC2)=C[C@@H](c2ccc3c(c2)OCO3)[C@@H]1CCCO	2.6	4	1	1	5	1	5	0	3
O=C1c2ccccc2C(=O)N1CCSc1n[nH]c(=S)s1	3.9	0	10	-25	10	2	4	5	-2
NC(=O)c1sc2nc(-c3cccs3)ccc2c1N	0.2	5	8	7	14	0	-5	1	-9
Cc1ccccc1OCc1nc(-c2cccnc2)no1	0.2	2	10	7	-6	1	-1	14	6
Cc1ccc(C)c(NC(=S)NCCc2c[nH]c3ccccc23)c1	-1.2	3	2	3	-11	7	-10	2	11
CC(C)Cn1c(NCCN(C)C)nc2c1c(=O)[nH]c(=O)n2C	-0.1	-2	4	16	6	0	-1	4	0
Cn1c(=O)n(C)c2cc(C(=O)Nc3ccc4c(c3)OCO4)ccc21	-2.5	0	-3	1	2	0	-1	6	3
O=S(=O)(c1cc(Cl)ccc1Cl)N1CC2CCCN2c2ccc(C(F)(F)F)cc21 (configuration not stated)	-0.4	-10	3	-1	-24	-1	-5	6	45*
Cc1ccc(S(=O)(=O)NC[C@H]2O[C@@H](n3ccc(N)nc3=O)[C@H](O)[C@@H]2O)s1	1.0	-1	5	7	-2	2	0	x	0
Cc1cc(C)c(Cn2ncn(-c3ccc(Br)cc3)c2=O)c(C)c1	-1.1	4	1	8	-4	-2	-8	-3	-2
CCc1ccccc1NC(=O)CCC(=O)N1CCSc2ccccc21	-2.3	1	3	-1	7	2	0	-1	-7
CN(C)CCCN=c1cc(-c2ccccc2)oc2ccc(Cl)cc12	0.0	17	3	-12	-5	0	-2	x	9
CCOC(=O)/C(=N\Nc1ccccc1)c1csc(Nc2ccc(C)cc2)n1	5.6	-2	9	-44	13	1	4	1	-6
CN(CCNC(=O)C1(O)c2ccccc2NC(=O)N1c1ccccc1)Cc1ccccc1 (configuration not stated)	0.1	4	-8	-5	4	1	-3	5	0
N#Cc1c(NC(=O)CSc2ncccn2)oc(-c2ccccc2)c1-c1ccccc1	1.4	8	-3	-17	7	2	-6	-1	-7
CCN(CC(=O)Nc1c(F)cccc1F)C(=O)Cc1c(C)nc2ccccc2c1C	-1.0	-7	-3	-13	4	3	-5	-4	-13
OC(COCc1ccco1)CN1CCN(c2ccccc2)CC1 (configuration not stated)	-3.9	-8	5	10	-6	0	-6	1	1
COc1ccc(NS(=O)(=O)c2ccc(NS(=O)(=O)c3ccc(SC)cc3)cc2)c(OC)c1	1.8	-4	-4	-22	-6	5	8	-4	14
O=C1CCCN1CCCNc1ccc2nnc(CCC(=O)N3CCN(c4ccc(F)cc4)CC3)n2n1	11	10	-3	1	-3	1	-6	1	-4
Cn1nc(C(C)(C)C)cc1C(=O)N1CCCCC1c1cc(C(=O)NCc2ccc(F)cc2)no1 (configuration not stated)	x	-4	8	x	-7	10	2	x	9
OC[C@@H]1CN(CCN2CCOCC2)C[C@H](n2cnc3c(NC4CC4)ncnc32)O1	x	5	2	x	12	1	2	x	-13
COc1ccc(CNCc2ccccc2[N+](=O)[O-])cc1OC	-0.3	-2	12	-2	2	0	-3	-4	-6
Cc1cc(-n2c(C)cc(C(=O)CSc3nnc4sc5ccccc5n34)c2C)no1	1.3	4	-9	-4	4	1	-1	6	-2
CCOc1ccccc1NC(=O)Nc1ccc(Br)cc1C	-2.5	8	4	-3	-1	1	-1	-2	-8
CC1(C)C2C(Cl)(Cl)C2(C)c2ccccc2N1C=O (configuration not stated)	-1.8	0	6	2	-1	0	-3	2	-3
COc1ccc(OC(C)C(=O)N(C)Cc2nc(-c3ccc(OC)cc3)no2)cc1 (configuration not stated)	1.1	-3	14	7	-13	7	3	-5	8
Cn1c(N)c(C(=O)CSc2n[nH]c(-c3ccccc3)n2)c(=O)n(C)c1=O	1.4	-6	12	-6	17	1	1	1	-5
COc1cc(/C=C/C(=O)OCC(=O)N2CCN(S(=O)(=O)c3ccc(C)cc3C)CC2)cc(Cl)c1OC	1.0	2	3	11	1	4	6	x	-8
CC(C)(C)c1ccc(OCCCN2CCCC2)cc1	1.8	-5	3	-17	-6	4	-17	-1	8
COc1ccc(Nc2ccc(Nc3ccc(OC)cc3)nn2)cc1	1.2	-12	3	-41	2	1	0	4	-3
C=CC[C@@H](CC(=O)N[C@H](CO)Cc1ccccc1)C(=O)N[C@H](C)COC(=O)[C@@H](CC=C)Cc1ccc(F)cc1	-1.3	-4	10	2	-3	8	4	1	6
Cc1nn(-c2ccccc2)nc1CNC(=O)CC(C)(C)C	-0.9	3	0	-13	-13	1	6	-1	1
CC1CN(C(NC(=O)C(C)(C)C)C(Cl)(Cl)Cl)CC(C)O1 (configuration not stated)	0.0	-2	-5	-6	4	1	-5	-4	-10
Cc1cccc(C2c3[nH]c4ccccc4c3CCN2C(=O)CN2CCOC2=O)n1 (configuration not stated)	-0.3	-4	-6	-5	-6	1	-3	5	5
O=C(CC1SC(=NC2CCCCC2)NC1=O)Nc1ccccc1 (configuration not stated)	-0.9	-3	-1	-13	3	1	1	-10	7
COC(=O)[C@]1(Cc2ccccc2)N[C@H](c2ccc(-c3ccc(Cl)c(Cl)c3)cc2)[C@@H]2C(=O)N(C)C(=O)[C@@H]21	0.8	4	1	-1	6	2	5	1	-2
CC(=O)Cn1c(CN2CC(C)CC(C)C2)nc2c1c(=O)n(C)c(=O)n2C (configuration not stated)	-1.1	1	2	8	4	1	0	-1	-5
CCOc1ccccc1Oc1coc2cc(OC(=O)c3ccco3)ccc2c1=O	0.7	1	-3	48	8	0	-5	-2	-1
COc1ccccc1NC1=C(C)C(=O)CC1	-0.5	2	-10	6	13	2	-4	-4	-12
OC1(c2ccc(F)cc2)CSC(=Nc2cccnc2)N1Cc1ccco1 (configuration not stated)	0.0	-12	9	4	-12	0	-10	-3	-1
COc1cc(OC)cc(C(=O)Nc2nc3ccc(S(C)(=O)=O)cc3s2)c1	-1.1	-7	1	-2	-3	3	-3	2	0
COc1ccc2sc(-c3ccccc3OC)c(-c3ccc4c(c3)OCCO4)c2c1	3.5	4	-3	-4	13	-1	-2	9	-24
CCCC[C@@H]1CNC(=S)N1CCC12CC3CC(CC(C3)C1)C2	-0.1	1	6	-8	2	2	3	3	-5
CCN1CCN(C(=O)c2ccc(CS(=O)(=O)Cc3ccccc3F)o2)CC1	-0.5	-9	1	3	1	2	0	-3	-10
COc1cccc(/C=N/NC(=O)c2nnn(-c3nonc3N)c2CN(C)C2CCCCC2)c1	1.6	3	-4	12	14	1	1	x	-9
Cc1cc(NC(=O)CSc2nnc(-c3ccccc3F)n2C)no1	-1.1	8	-4	-4	1	0	2	2	0
Cc1cc(C(=O)O)ccc1NCc1cccnc1	3.8	9	-2	14	1	1	8	-1	0
Cc1cccc(S(=O)(=O)Nc2cccc(-c3cn4ccsc4n3)c2)c1	-1.6	-11	9	8	-10	15	5	-3	5
Next part.
SMILES	CRFBP-R2 agonist	M5 PAM	M5 antag	CRFBP-R2 block	M4 PAM	M4 ag	CHRM5 agonist	IDE cell inh	M4 antag
CCOc1ccc(N=C(C)C2=C(O)c3ccccc3C2=O)cc1	-4.8	-11	15	10	-15	18	4	4	-2
Cc1ccc(NC(=O)CSc2nnc(CNC(=O)c3ccccc3F)o2)cc1Cl	-0.5	-2	4	-5	2	7	-3	-3	-5
CCN(c1ccc(OC)cc1)S(=O)(=O)c1ccc2c(c1)CC(C)N2C(=O)C1CC1 (configuration not stated)	-1.5	-5	6	9	-6	12	-2	0	3
COc1ccc(C(=O)COC(=O)c2cc(=O)[nH]c3ccccc23)c(OC)c1	-0.3	-1	-2	-33	-9	1	-4	-4	-2
Cc1nnc(SCC(=O)N2CCCC(C(=O)c3ccc(Cl)cc3)C2)o1 (configuration not stated)	-4.0	3	5	22	12	2	-6	0	-5
O=C(CCNS(=O)(=O)c1ccc(OC(F)(F)F)cc1)N1CCN(S(=O)(=O)c2cccc(F)c2)CC1	-0.2	-4	6	-3	-2	7	8	0	-7
O=C(c1ccc2c(=O)n(C3CCCC3)c(=S)[nH]c2c1)N1CCc2ccccc21	1.2	-6	5	-4	-9	0	0	-4	9
COc1ccc(C(=O)N/N=C/c2ccc(OC)c(OS(=O)(=O)c3ccccc3)c2)cc1	-1.2	-6	3	-11	-9	6	-1	-4	-1
CCc1cccc(C)c1NC(=O)CN(C)C1=NS(=O)(=O)c2ccccc21	-0.7	0	3	3	4	0	1	6	3

High-throughput results from PubChem BioAssay.
